Screens: PubChem, several laboratories
ssDAF-12 act: activates DAF-12 receptor from parasite S. stercoralis; HEK293 ssDAF-12/GRIP1 lit1-tk-luc reporter, luminescence; % of 3 µM dafachronic acid response; activation, % at 6.8 µM; actives 1% (n = 370,000);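 active = activation above the mean over all tested compounds plus 3 SD, cut at about 0.9% in these data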;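 also: 0% = DMSO-only wells and 100% = 3 µM delta7-dafachronic acid wells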
DAX1 inh-1: inhibitors of human orphan nuclear receptor DAX1 (NR0B1); HEK293 Gal4-DAX1 luciferase reporter, luminescence; AID 504766; actives 0.99% (n = 340,000); inhibition, % at 6.75 µM;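 active = inhibition above the mean over all tested compounds plus 3 SD, cut at about 4.2% in these data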;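 also: 0% = DAX1-transfected cells with DMSO and 100% = empty-vector control cells with DMSO; inhibition shows as a rise in luminescence from relieved DAX1 repression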
hcDAF12 agonist: activators of H. contortus DAF-12 nuclear receptor. HEK293 hcDAF-12 lit1-tk-luc reporter, luminescence; 0% DMSO, 100% Δ7-dafachronic acid. activation, % at 6.8 µM. actives 1.4% (n = 370,000);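 active = activation above the mean of all tested compounds plus 3 SD, cut at about 5.5% in these data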;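 also: 100% = response to 3 µM Δ7-dafachronic acid high control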
HGIII-sPLA2 inh: Blocks human group III sPLA2 activity; Q9NZ20; QFRET BODIPY PC-A2 liposome hydrolysis, fluorescence; inhibition, % at 12.2 µM; actives 0.56% (n = 370,000); AID 743126;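 active = inhibition above mean plus 3 SD of compounds lying within the high and low control bounds, cut at about 19% in these data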;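 also: 0% = median of test compound wells and 100% = no enzyme DMSO wells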
FXN GAA850 act: activators of GAA850 frataxin (FXN) promoter; HEK293 lucGAA850 FXN promoter luciferase reporter, 24 h; percent of 10 µM SAHA response; activation, % at 6 µM; actives 0.56% (n = 360,000); AID 540364;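 active = activation above the average of all compounds screened plus 3 SD, cutoff fixed separately per campaign, cut at about 7.5% in these data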;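 also: 0% = DMSO wells and 100% = 10 µM SAHA wells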
GC-A act: GC-A (human) enzyme activation; actives 0.14% (n = 370,000); activation, % at 10 µM; AID 1671463; HEK293 GC-A cells, cGMP TR-FRET, EC30 ANP; 0% at EC30 ANP, 100% saturating ANP; in the data active = activation above about 40%
Target sequence (P16066 whole entry, looked up): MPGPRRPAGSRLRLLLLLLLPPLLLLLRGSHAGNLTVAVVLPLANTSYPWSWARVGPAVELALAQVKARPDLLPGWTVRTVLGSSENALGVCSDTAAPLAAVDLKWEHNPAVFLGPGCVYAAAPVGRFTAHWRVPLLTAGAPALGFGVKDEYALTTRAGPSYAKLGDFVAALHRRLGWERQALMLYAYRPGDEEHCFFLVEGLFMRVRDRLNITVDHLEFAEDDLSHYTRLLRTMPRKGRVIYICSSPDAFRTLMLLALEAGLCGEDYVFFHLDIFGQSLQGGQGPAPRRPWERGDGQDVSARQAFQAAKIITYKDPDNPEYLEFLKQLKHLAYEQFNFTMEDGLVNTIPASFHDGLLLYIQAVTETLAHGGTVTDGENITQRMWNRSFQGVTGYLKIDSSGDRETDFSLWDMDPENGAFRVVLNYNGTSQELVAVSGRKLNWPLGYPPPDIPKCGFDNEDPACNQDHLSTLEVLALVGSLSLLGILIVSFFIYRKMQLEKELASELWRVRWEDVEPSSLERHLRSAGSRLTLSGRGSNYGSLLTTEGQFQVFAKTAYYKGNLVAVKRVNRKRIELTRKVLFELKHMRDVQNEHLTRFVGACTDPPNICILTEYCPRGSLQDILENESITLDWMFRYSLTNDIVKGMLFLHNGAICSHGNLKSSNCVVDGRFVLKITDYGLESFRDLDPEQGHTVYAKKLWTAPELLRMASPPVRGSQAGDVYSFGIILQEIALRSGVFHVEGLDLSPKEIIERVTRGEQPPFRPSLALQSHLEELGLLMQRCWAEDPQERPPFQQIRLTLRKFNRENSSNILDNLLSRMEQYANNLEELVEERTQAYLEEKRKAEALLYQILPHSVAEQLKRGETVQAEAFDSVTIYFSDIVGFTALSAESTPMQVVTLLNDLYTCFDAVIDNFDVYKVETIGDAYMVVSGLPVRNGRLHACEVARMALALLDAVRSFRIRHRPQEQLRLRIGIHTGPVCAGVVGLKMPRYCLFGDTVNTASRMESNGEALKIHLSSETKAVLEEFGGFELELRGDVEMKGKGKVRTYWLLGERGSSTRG
hgDAF12 agonist: hgDAF-12 agonism, primary luciferase screen | HEK293 GAL4-hgDAF12 UAS-luciferase reporter, agonist luminescence; normalized to butyrate control | activation, % at 6.8 µM | actives 1.8% (n = 370,000) | AID 687014;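 active = activation above a cutoff set at the mean of all screened compounds plus 3 SD, cut at about 10% in these data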;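 also: 0% = DMSO wells and 100% = sodium butyrate wells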
KLK7 zymogen act: activates the human kallikrein-7 zymogen; P49862; purified proKLK7, EDANS-DABCYL substrate fluorescence; 100% is mature enzyme control, 0% vehicle; activation, % at 7 µM; actives 0.9% (n = 370,000); AID 652039;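 active = activation above the mean of all tested compounds plus 3 SD, computed per campaign excluding outliers beyond control limits, cut at about 13% in these data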
SMARCA2 act: SMARCA2 function activation, primary screen | MG213 cells, MMTV-luciferase reporter, dexamethasone, overnight | activation, % at 9.1 µM | actives 1% (n = 370,000) | AID 652017; in the data active = activation above about 7.8%;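 also: 0% = vehicle wells and 100% = reference activator wells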
DAX1 inh-2: inhibitors of DAX1 repression of SF-1 activated StAR promoter; HEK293T StAR-luciferase reporter, SF-1/DAX-1 repression relief; inhibition, % at 6.8 µM; actives 1.1% (n = 370,000); AID 652010;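 active = inhibition above the mean over all tested compounds plus 3 SD, cut at about 3.6% in these data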;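 also: 0% = DAX-1 cells with DMSO and 100% = cells lacking DAX-1 with DMSO; higher inhibition means more luminescence from relief of DAX-1 repression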
GC-B act: GC-B (human) receptor activation; P20594; HEK293-GC-B cells, CNP EC30, cGMP TR-FRET; 0% at EC30 CNP, 100% saturating CNP; activation, % at 10 µM; actives 0.11% (n = 370,000); AID 1920062;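 active = activation at 10 µM reaching about 35% in either raw or pattern-adjusted values, limit read from the data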
An asterisk follows results filed as active; . = not tested or not shown. Hits appear at their usual frequency; about 6.7% have a hit in one of these screens.

The line under a structure holds: ssDAF-12 act	DAX1 inh-1	hcDAF12 agonist	HGIII-sPLA2 inh	FXN GAA850 act	GC-A act	hgDAF12 agonist	KLK7 zymogen act	SMARCA2 act	DAX1 inh-2	GC-B act
CC(=O)c1cccc(-c2ccnc3c2CC(C(=O)NCc2ccc(N4CCN(C)CC4)cc2)O3)c1 (stereo not given)
    -0.8	.	0.3	-2	3.2	-1	-1.0	0.5	8.7*	0.9	2
C[C@@H](CO)N(CCc1cn(Cc2ccccc2)nn1)S(=O)(=O)c1ccccc1Br
    -1.2	.	-2.7	-2	.	4	-2.0	0.3	-2	-0.6	0
CCOc1nc(-c2ccccc2)ncc1Oc1ccccc1
    -1.0	.	1.1	2	1.3	-3	1.3	0.4	2	-0.1	4
COc1ccc(CCNC(=O)CSc2c[nH]c3ccccc23)cc1OC
    -0.3	0.2	5.0	-5	1.4	-2	7.0	0.8	2	-0.7	-7
CCOc1ccc(NC(=O)CN(c2ccc([N+](=O)[O-])cc2)S(=O)(=O)c2ccccc2)cc1
    -0.9	0.2	0.2	-18	-6.0	-5	5.2	0.4	-1	0.9	-5
O=C(NCc1cccs1)c1cnc2sccn2c1=O
    -1.3	-0.3	-1.5	4	0.3	3	1.7	0.3	0	0.0	4
CC(=O)c1c(C)[nH]c(C(=O)CSc2ncnc3sc(-c4ccccc4)cc23)c1C
    -1.2	-0.3	-2.5	-8	1.4	2	1.1	-28	-4	-1.1	-10
CC(Oc1cccc(Br)c1)C(=O)NNC(=O)CCNC(=O)c1ccccc1Cl (stereo not given)
    -1.0	-0.2	1.0	-8	3.4	2	0.9	-0.6	-1	0.9	-2
Cc1cccc(NC(=O)CCN2CCN(C/C=C/c3ccccc3)CC2)c1
    -1.3	-1.0	-1.8	-17	1.5	-3	-0.7	0.4	-1	-1.2	-9
COc1ccc(NC(=O)c2ccco2)cc1S(=O)(=O)N1CCCCC1
    -1.0	-0.2	-1.7	2	0.6	0	3.2	-0.1	-2	-1.0	2
CCOC(=O)CSc1nnc(-c2ccc(Cl)cc2Cl)o1
    -1.3	-1.2	-1.9	-10	0.0	67*	-1.1	0.3	-3	0.2	1
CCn1c(SCC(=O)Nc2sccc2C(N)=O)nnc1C1CC1
    -1.4	1.1	1.0	1	1.5	-5	3.4	-0.3	8	1.3	1
CC(C)C(c1nnnn1Cc1ccc(F)cc1)N1CCSCC1 (stereo not given)
    -1.1	0.9	-0.9	-5	3.0	-2	-2.7	-0.3	0	-0.3	-5
CCCN(CC1CC1)C(=S)NC(=O)c1ccc(S(=O)(=O)N2CCOCC2)cc1
    -1.5	0.8	-1.4	13	1.3	-3	0.4	0.0	-2	-0.1	0
COc1ccc(NC(=O)CSc2nc(N)c(C#N)cc2C#N)cc1
    -1.6	-0.8	-0.4	-1	-0.7	-4	0.0	-0.1	-3	-1.6	-7
CCOP(=O)(OCC)C(NC(=O)Nc1ccccc1)c1ccccc1 (stereo not given)
    -1.2	-1.5	-1.7	0	0.8	-1	-0.3	-0.7	-3	-0.1	-7
CCNC(=S)/N=C(/Nc1ccccc1)Nc1nc(C)cc(C)n1
    -1.4	.	-0.7	8	2.8	-29	2.5	-1.0	1	0.0	-18
O=C(c1sc2ccccc2c1Cl)N1CCN(c2ccc(F)cc2)CC1
    -0.8	-0.4	-0.6	-3	0.1	-3	-1.1	1.3	2	-0.3	0
COc1ccc(C(=O)Nc2ccc3ccccc3c2)c(OC)c1
    3.7*	5.8*	16*	-6	4.7	2	15*	0.0	5	2.9	-2
CCOC(=O)CNC(=O)CSc1nnc(Cn2cnc3ccccc32)n1C
    -1.2	-0.2	-0.9	0	-0.2	-3	-0.8	-0.3	2	1.0	2
CCCc1nc2oc3ccccc3c(=O)c2c(=O)n1-c1ccccc1
    1.2*	.	9.5*	1	-3.0	1	4.3	0.6	2	0.5	-2
COc1ccc(C(=O)NC(C)c2nnc(SCC(=O)Nc3nc4ccccc4s3)n2C)cc1 (stereo not given)
    -0.5	-0.6	0.7	-16	-0.7	-12	1.9	0.5	1	-0.7	-20
Cc1ccc(-c2nnc(-c3ccncc3)n2-c2ccc(C)cc2)cc1
    -0.8	0.5	0.6	1	3.6	-32	3.1	0.2	0	0.4	-29
CCC1CCCCN1CCN1C(=O)C2C(C(=O)Nc3ccc(OC)cc3)C3C=CC2(O3)C1C(=O)NC1CCCCC1 (stereo not given)
    -1.1	0.2	-0.2	6	0.0	0	0.0	1.0	2	-0.1	-2
O=C(O)CCC(=O)N1N=C(c2ccccc2)CC1c1ccc2c(c1)OCO2 (stereo not given)
    0.6	1.5	5.7*	1	1.8	1	9.1	0.0	5	0.2	1
COc1ccc(CNC(=O)c2c(O)c3cc(OC)c(OC)cc3[nH]c2=O)cc1OC
    0.1	-0.2	-0.8	-5	1.4	1	-0.8	-0.2	1	-0.5	2
O=C(c1ccc2c(=O)n(CC3CCCO3)c(=S)[nH]c2c1)N1CCN(c2ccccc2)CC1 (stereo not given)
    0.0	-0.3	-1.8	11	-1.6	-4	-1.2	-1.4	-1	-0.6	-3
CCN1CCCC(NC(=O)c2scc3c2CCCC3)C1 (stereo not given)
    -1.1	2.8	-1.6	-5	-0.5	2	-0.2	-0.1	-3	1.9	-2
Cc1sc(NC(=O)C2C3CCC(C3)C2C(=O)O)c(C(N)=O)c1-c1ccc(C(C)(C)C)cc1 (stereo not given)
    -1.4	-2.2	-1.7	-8	-0.2	1	-2.7	0.5	-3	0.5	-3
Cc1ccccc1C(=O)N/C(=C/c1ccc(-c2cccnc2Cl)o1)C(=O)NCCCN1CCN(C)CC1
    -1.1	-0.6	-1.4	1	-2.2	-5	3.0	3.2	4	0.4	-3
C#CCNC(=O)C1=C[C@@H](C2CCCCC2)[C@H](CCCO)[C@@H](OCC)O1
    -1.4	5.3*	-1.6	1	0.5	-4	0.3	0.3	2	-0.3	-6
CCC(=O)Nc1nc(C)nc(C)c1C(C)=O
    -0.5	0.0	1.3	4	-2.0	.	-1.5	0.2	-1	0.3	.
CC(=O)c1ccc(N2CCN(S(=O)(=O)c3ccc4c(c3)NC(=O)CO4)CC2)cc1
    -1.0	0.7	-0.8	5	-1.1	-8	0.5	-0.1	4	0.0	-13
CC1(C)CC(=O)C(C2c3ccccc3Oc3ccccc32)C(=O)C1
    -2.2	0.1	-0.5	1	3.0	-1	1.7	-0.8	1	-1.1	5
COc1ccc(N2CC(C(=O)Nc3ccc(N4CCOCC4)cc3)CC2=O)cc1 (stereo not given)
    -0.4	-1.3	-2.5	5	1.7	-3	-2.5	-0.5	-3	-0.1	-6
COc1cccc(-n2nnc3c(=O)n(CC(=O)N4CCCCC4)cnc32)c1
    -1.1	0.4	-1.3	2	0.1	-1	-0.5	0.6	-1	-0.7	2
COc1cc(OC)c(C(=O)Nc2ncn[nH]2)cc1OC
    -0.9	0.3	-0.9	8	1.1	-3	-0.1	1.2	-1	-0.6	2
Cc1c(C(=O)N2CCN(c3ccccn3)CC2)oc2c(F)cccc12
    -1.1	-1.3	-2.6	6	0.7	2	-2.1	-1.0	-2	0.2	2
CCOc1ccc2oc(C(=O)N(C)CCc3ccc(OC)c(OC)c3)c(C)c2c1
    -1.4	-0.9	-1.4	5	2.3	4	-0.9	-0.4	0	-1.5	8
c1cnc(N2CC[N+]3(CCCC3)CC2)nc1
    -0.7	0.8	-0.4	-2	0.4	3	1.6	0.3	3	-0.2	3

6 entries out of the list above, ordered by the number in KLK7 zymogen act, ascending:
canonical_smiles	KLK7 zymogen act
O=C(c1ccc2c(=O)n(CC3CCCO3)c(=S)[nH]c2c1)N1CCN(c2ccccc2)CC1 (stereo not given)	-1.4
Cc1c(C(=O)N2CCN(c3ccccn3)CC2)oc2c(F)cccc12	-1.0
C#CCNC(=O)C1=C[C@@H](C2CCCCC2)[C@H](CCCO)[C@@H](OCC)O1	0.3
COc1cccc(-n2nnc3c(=O)n(CC(=O)N4CCCCC4)cnc32)c1	0.6
COc1cc(OC)c(C(=O)Nc2ncn[nH]2)cc1OC	1.2
Cc1ccccc1C(=O)N/C(=C/c1ccc(-c2cccnc2Cl)o1)C(=O)NCCCN1CCN(C)CC1	3.2

More results.
The line under a structure holds: ssDAF-12 act	DAX1 inh-1	hcDAF12 agonist	HGIII-sPLA2 inh	FXN GAA850 act	GC-A act	hgDAF12 agonist	KLK7 zymogen act	SMARCA2 act	DAX1 inh-2	GC-B act
COc1ccc(-c2nnc3ccc(SC(C(C)=O)C(C)=O)nn23)cc1OC
    -2.1	-0.1	-2.9	-3	2.8	-3	-3.7	0.8	-1	-0.6	-1
CC(C)NC(=O)c1ccc(COCC(F)(F)C(F)F)cc1
    -1.5	0.1	-1.5	6	0.7	2	-1.1	-0.1	2	-0.6	-3
CCN(CC)CCNC(=O)C1CCCCN1S(=O)(=O)c1cccc([N+](=O)[O-])c1 (stereo not given)
    -1.6	1.3	1.0	-1	0.7	1	-2.8	-0.3	-1	0.0	2
C/C(=N\NC(=O)c1ccc([N+](=O)[O-])c(C)c1)c1ccccc1Cl
    -0.7	0.3	0.9	-3	4.4	1	4.9	-0.1	2	0.6	1
COC(=O)[C@@]1(C)[C@H]2C(=O)N(C)C(=O)[C@H]2[C@H]2CN=C(SC)N21
    -0.6	-0.7	0.1	1	0.1	2	0.1	-0.3	-2	-0.1	4
CN(C)/C=N/S(=O)(=O)c1ccc(Cl)c(Cl)c1
    -0.8	2.4	-1.9	-2	2.0	-2	3.4	-0.2	-4	0.4	-5

An excerpt from above with just ssDAF-12 act and KLK7 zymogen act:
smiles	ssDAF-12 act	KLK7 zymogen act
COC(=O)[C@@]1(C)[C@H]2C(=O)N(C)C(=O)[C@H]2[C@H]2CN=C(SC)N21	-0.6	-0.3
CN(C)/C=N/S(=O)(=O)c1ccc(Cl)c(Cl)c1	-0.8	-0.2
